# Screening data from PubChem.
# E-sel inducer: E-selectin induction on HUVECs. HUVEC E-selectin immunofluorescence imaging; normalized: neutral wells 0, TNF-alpha wells 100. actives 0.37% (n = 260,000). activation, % at 7.58 µM. P16581;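 active means mean E-selectin-positive cell signal at least 10% of the positive control, reached in at least 60% of replicates, without over 20% cell loss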;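 further: in these data hits start at about 27%; measured in HUVEC primary endothelial cells; signal is the percent of cells scored E-selectin positive by PE staining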
#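 System: HUVEC, human umbilical vein endothelial cells; quantity: 3,000 cells/well; buffer or medium: EGM-2 medium, gelatin-coated wells; dosing: single-point compound dose; detection: immunofluorescence imaging; evaluation: % PE-positive cells; benchmarks: TNF-alpha, DMSO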
# ERAP1 inh: blocks human ERAP1 aminopeptidase activity | Q9NZ08 | recombinant ERAP1, Leu-AMC fluorescence, 60 min | inhibition, % at 10.7 µM | actives 0.15% (n = 340,000);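 active means mean replicate inhibition of at least 30%, or all replicates individually reaching that 30% level; inactive means mean below 30% and not every replicate reaching it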;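 further: 0% = neutral control wells and 100% = L-leucinethiol positive control wells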
# Target sequence (Q9NZ08 whole entry, looked up): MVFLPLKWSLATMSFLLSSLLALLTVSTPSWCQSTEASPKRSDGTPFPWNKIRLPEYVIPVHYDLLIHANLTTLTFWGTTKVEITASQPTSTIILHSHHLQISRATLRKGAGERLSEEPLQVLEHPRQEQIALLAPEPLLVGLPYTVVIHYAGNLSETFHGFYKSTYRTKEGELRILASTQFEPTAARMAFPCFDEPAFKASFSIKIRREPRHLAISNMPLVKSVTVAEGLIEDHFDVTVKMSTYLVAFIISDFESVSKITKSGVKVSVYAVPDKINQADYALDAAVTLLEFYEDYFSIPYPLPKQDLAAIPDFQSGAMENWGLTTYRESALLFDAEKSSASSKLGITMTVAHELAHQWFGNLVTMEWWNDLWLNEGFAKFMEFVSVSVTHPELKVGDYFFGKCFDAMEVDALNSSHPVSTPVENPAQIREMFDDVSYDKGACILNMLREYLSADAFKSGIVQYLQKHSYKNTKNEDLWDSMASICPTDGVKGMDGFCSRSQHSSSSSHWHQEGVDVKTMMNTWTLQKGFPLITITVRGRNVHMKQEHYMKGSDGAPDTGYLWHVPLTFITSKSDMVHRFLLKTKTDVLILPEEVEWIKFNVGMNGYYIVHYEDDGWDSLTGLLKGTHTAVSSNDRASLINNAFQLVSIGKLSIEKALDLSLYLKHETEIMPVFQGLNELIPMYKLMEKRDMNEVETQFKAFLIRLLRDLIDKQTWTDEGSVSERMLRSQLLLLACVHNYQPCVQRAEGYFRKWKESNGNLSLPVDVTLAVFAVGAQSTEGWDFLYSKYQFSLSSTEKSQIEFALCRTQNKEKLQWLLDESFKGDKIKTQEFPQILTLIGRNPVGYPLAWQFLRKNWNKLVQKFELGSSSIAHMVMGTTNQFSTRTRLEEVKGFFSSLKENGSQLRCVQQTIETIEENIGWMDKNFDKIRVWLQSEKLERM
# RAD52 inh: RAD52 (human) annealing inhibition. recombinant RAD52 DNA annealing, FRET fluorescence. inhibition, % at 18.7 µM. actives 0.46% (n = 360,000);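 active means every replicate showing at least 50% inhibition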
# PGC1a acetyl inh: modulators of PGC1a acetylation; AID 651687; actives 0.17% (n = 350,000); inhibition, % at 15.6 µM; U2OS PGC1a acetylation, AlphaScreen anti-acetyl-lysine; with virally co-expressed GCN5 acetyltransferase;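 active means every replicate shows inhibition of at least 40%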;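 further: 0% = neutral control wells and 100% = positive control wells; some results beyond the cut were filed as inactive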
# RAD54 inh: blocks human RAD54 Holliday junction branch migration; Q92698; FAM/BHQ fluorescence; inhibition, % at 10.4 µM; actives 0.14% (n = 360,000);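 active means mean normalized replicate activity at least 40 and at least half of replicates scoring 40 or more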;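 further: 0% = median of neutral control wells and 100% = median of positive control wells; inhibitors cause a drop in the FAM fluorescence signal; in these data hits start at about 50%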
# miR-122 sensor: blocks miR-122 activity in Huh7 sensor cells | activation (reporter increase), % at 12.5 µM | actives 0.3% (n = 340,000) | Huh7 miR-122 Renilla luciferase sensor, 48 h; neutral wells = 0, positive control = 100 | AID 602342;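 active means mean replicate activation score at least 90 and every replicate individually at or above 90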;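 further: higher luciferase means less miR-122 activity so hits act as miR-122 inhibitors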
# Cneo AK release: Cryptococcus neoformans lysis via adenylate kinase release. C. neoformans lysis, adenylate kinase release luminescence, 4 h; normalised: neutral wells 0, clomiphene wells 100. lysis activity, % at 15 µM. actives 0.2% (n = 360,000). AID 651654;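 active means mean lysis activity across replicates of at least 80%, whatever share of replicates individually reach that level; inactive means mean lysis activity below 80%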
#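 Test system: log-phase Cryptococcus neoformans yeast cells; Quantity: yeast cell density of 5 × 10^6 cells/mL; Buffer or medium: YPD; Doses: single compound concentration per well; Timing: 4 h at 37 °C static, read 1 h later; Measured by: AK luminescence; Read-out basis: lysis from increased AK signal; Control set: Clomiphene as positive control.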
# PglD DTNB: inhibitors of Campylobacter jejuni PglD acetyltransferase. inhibition, % at 12.5 µM. AID 602405. purified PglD enzyme, DTNB colorimetric CoA detection. actives 0.098% (n = 360,000); in the data active means inhibition above about 16%, passing the limit was not always enough; further: strong numbers were not always called active
# The depositor's hits bear a star; / = not tested or not shown; & = joins results of further samples; [ ] = another dose, or the depositor's remark.
SMILES,E-sel inducer,ERAP1 inh,RAD52 inh,PGC1a acetyl inh,RAD54 inh,miR-122 sensor,Cneo AK release,PglD DTNB
Cc1cccn2c(CNCC(C)Oc3cccnc3)c(C(=O)N3CCOCC3)nc12 (configuration not stated),0.2,2,-3,1,3,-2,9,-4
O=C(C[C@H]1CC[C@H](NC(=O)CN2CCOCC2)[C@@H](CO)O1)NCc1cccc(F)c1,-0.4,-1,-5,-5,-9,/,-15,13
O=C(CNCc1ccc(Cl)cc1)Nc1cc(S(=O)(=O)N2CCCC2)ccc1Cl,-0.1,-7,-39,0,6,1,-2,-3
O=c1[nH]nc(SCCS(=O)(=O)c2ccc(F)cc2)n1-c1ccccc1C(F)(F)F,/,-1,-7,-13,-5,-7,-6,0
Cn1nnnc1SCc1ccc(C(=O)Nc2ccccc2F)cc1,/,/,/,-1,5,-3,5,-3
O=C(O)[C@H]1[C@H](CO)[C@H]2Cn3c(ccc(C4=CCCCC4)c3=O)[C@H]2N1C(=O)Cc1cccnc1,0.1,0,2,-2,/,/,/,/
O=C(NCc1ccc2c(c1)OCO2)c1ccc(N2CCCC2=O)cc1,/,/,/,-12,3,-9,0,-3
Cc1ccc(C(=O)CCC(=O)N2CCN(c3ccccc3O)CC2)cc1,-0.1,-1,-11,5,-15,-3,1,-3
CCN(CC)CCNC(=O)c1ccc(NC(=O)c2cccc(S(=O)(=O)N3CCCCCC3)c2)cc1,0.3,0,-20,/,-10,/,-2,8
COc1cccc(-c2cn(CC[C@H]3CC[C@@H](NS(=O)(=O)Cc4ccccc4)[C@@H](CO)O3)nn2)c1,-0.1,-3,-15,-14,-4,6[16.7 µM],13,-6
COC(=O)c1c[nH]n2c(=O)c(Cc3ccc(F)cc3Cl)c(C)nc12,/,/,/,-5,-4,-6,17,0
COc1ccc(CCC(=O)OCc2csc(CC(=O)Nc3ccccc3C)n2)cc1,-0.7,-1,-13,/,1,/,1,-7
COc1cc(NC(=O)CN2C(=O)COc3ccc(S(=O)(=O)N4CCCCC4)cc32)cc(OC)c1,/,2,-3,-17,-14,-6,-1,-3
CC(=O)N1CCN(c2ccc(Oc3ccc([N+](=O)[O-])c(C(F)(F)F)c3)cc2)CC1,/,/,/,/,1,-16,-1,-2
COC(=O)Cn1cc(C(=O)c2cccs2)c2ccccc21,/,/,/,-15,17,-3,-1,1
O=C(C[C@@H]1C=C[C@@H](NC(=O)C2CCC2)[C@H](CO)O1)NCc1ccccc1Cl,-0.4,0,2,5,-8,/,-4,3
COc1cn(-c2ccccc2)nc1C(=O)Nc1ccc(C)cc1Cl,/,0,-9,-16,0,4,-3,-1
CO[C@@H]1CN(C)C(=O)c2cc(NC(=O)c3nc4ccccc4s3)ccc2OC[C@H](C)N(Cc2cccnc2)C[C@H]1C,0.4,1,10,-6,/,/,/,/
CCOc1ccc(NC(=O)CCNS(=O)(=O)c2ccc(Br)s2)cc1,/,/,/,/,2,25,0,-8
CCN(CC1CCCO1)C(=O)CCc1nnc(CCc2ccccc2)o1 (configuration not stated),-0.4,-3,-9,-1,-1,-4,0,2
COc1cccc(OC)c1C(=O)N1CCN(Cc2ccccc2C(F)(F)F)CC1,/,/,/,6,-10,-2,2,2
CC1=C(C#N)C(C)C2=C(CC(C)(C)CC2=O)N1 (configuration not stated),/,/,/,8,-9,-8,-1,1
C[C@@H]1CN([C@@H](C)CO)C(=O)CCCn2nncc2CO[C@H]1CN(C)S(=O)(=O)c1ccc(C#N)cc1,0.5&-0.2,-2&0,-15&9,-6&-1,-3,1,2,-3
Cn1c(=O)[nH]c(=O)c2c1nc(SCCN1CCCCC1)n2Cc1ccccc1,/,/,/,/,-4,3,-6,1
CC1CCCN(S(=O)(=O)c2cccc(C(=O)NCc3ccco3)c2)C1 (configuration not stated),9.8,0,-18,/,-5,/,-4,1
O=C(O)c1cnc(-c2ccccc2)nc1-c1ccccc1,/,-5,-12,4,-7,-3,2,-3
COc1ccc(Cn2nnnc2C(c2cccs2)N2CCN(c3ccc([N+](=O)[O-])cc3)CC2)cc1 (configuration not stated),/,/,/,-29,11,-9,0,-1
CCCNC(=O)CN1C(=O)NC(CCSC)C1=O (configuration not stated),1.0,2,-5,-5,0,-7,5,1
COc1ccc(OC)c(NC(=O)C(=O)NCc2ccncc2)c1,/,1,-5,-5,-3,6,4,2
NC(=O)c1ccsc1NC(=O)COC(=O)/C=C/c1ccccc1,0.9,1,-21,-4,6,-5,-2,0
Cc1nc2sc(C(c3cccc(F)c3)N3CCOCC3)c(O)n2n1 (configuration not stated),/,/,/,5,-3,-5,-1,3
CCOC(=O)c1[nH]c2ccccc2c1NC(=O)C(CC)CC,-0.1,3,-28,4,-7,17,1,8
CC1Cc2ccccc2N1C(=O)Cc1cccs1 (configuration not stated),/,-5,-11,-3,-9,-3,0,0
CCN(CC)Cc1ccc(OC)c(Cl)c1,-0.1,4,-19,23,-4,-6,1,-8
O=C([C@H]1[C@H](CO)[C@H]2Cn3c(ccc(C4=CCCC4)c3=O)[C@H]2N1CC1CC1)N1CCCCC1,0.3,-3,-27,/,-1,/,-2,-2
C=CC[C@H](CC(=O)NCCO)C(=O)NCCOC(=O)[C@@H](CC=C)CC(=O)OC(C)(C)C,0.1,/,/,-5,5,9,3,1
O=C(c1cccnc1)N1CCN(S(=O)(=O)c2ccc(Cl)cc2)CC1,1.3,/,/,2,-5,-19,0,0
CCc1nc2ccc(C(=O)N(C)CCCN(C)C)cn2c1N(C=O)CCC(C)C,0.0,-5,-12,/,-1,-3,-1,-1
Cc1sc2ncnc(NCc3cccs3)c2c1C,/,/,/,/,2,-2,-21,-6
COc1ccc2cc(C#N)c(SCC(=O)N3CCCC3)nc2c1,/,2,-44,-6,-13,-3,-2,1

# Limited to RAD54 inh (four entries from above):
canonical_smiles	RAD54 inh
CCOC(=O)c1[nH]c2ccccc2c1NC(=O)C(CC)CC	-7
CC1Cc2ccccc2N1C(=O)Cc1cccs1 (configuration not stated)	-9
CCN(CC)Cc1ccc(OC)c(Cl)c1	-4
O=C([C@H]1[C@H](CO)[C@H]2Cn3c(ccc(C4=CCCC4)c3=O)[C@H]2N1CC1CC1)N1CCCCC1	-1

# Next structures.
SMILES,E-sel inducer,ERAP1 inh,RAD52 inh,PGC1a acetyl inh,RAD54 inh,miR-122 sensor,Cneo AK release,PglD DTNB
CCc1ccc(NC(=O)C(=O)NCCN2CCN(C(=O)c3ccco3)CC2)cc1,/,/,/,8,-1,-8,-8,0
CCN1C(=O)[C@H]2[C@@H](c3ccc(-c4cc(C(C)=O)cs4)cc3)N3CCC[C@@]3(C(=O)OC)[C@H]2C1=O,0.1,0,-72,-22,7,-4,0,-6
Cc1cccc(N2CCN(C(c3ccccc3)c3nnnn3CC3CCCO3)CC2)c1C (configuration not stated),/,/,/,-21,-1,-2,-1,3
CCCCN(C(=O)C(C)Oc1ccc(Br)cc1)c1c(N)n(Cc2ccccc2)c(=O)[nH]c1=O (configuration not stated),/,5,-13,8,13,/,5,-2
O=C(CNc1cccc(S(=O)(=O)N2CCCCCC2)c1)Nc1cccc([N+](=O)[O-])c1,/,4,-9,/,12,/,-1,2
CCn1c(Cc2ccccc2)n[nH]c1=S,-0.4,/,-19,8,-13,-6,-2,0
CCN(Cc1ccccc1)S(=O)(=O)c1ccc2c(c1)NC(=O)CS2,/,6,-15,-12,1,17,-5,-5
C[C@H](CO)N1C[C@H](C)[C@@H](CN(C)CC2CCCCC2)Oc2c(NC(=O)C3CCOCC3)cccc2C1=O,-3.7,-2,22,0,4,72[16.7 µM],45,-1
C[C@@H]1CN([C@@H](C)CO)C(=O)CCCn2nncc2CO[C@H]1CN(C)C(=O)Nc1ccccc1F,-0.3,-2&1,-9&-4,8&9,-10&2,-5,-2&-2,-4&-1
CCN(CC)CCNC(=S)NC(=O)c1cn(-c2ccccc2)nc1-c1ccc(OC)cc1,0.6,1,1,/,/,4,/,/
COc1ccc(C(=O)NCCn2cc(SCC(=O)NCC3CCCO3)c3ccccc32)cc1OC (configuration not stated),1.5,2,-15,-2,3,-1,2,2
CCC(=O)Nc1c(-c2ccc(C)cc2)nc2ccc(C)cn12,/,-5,-1,/,3,2,-1,-2
O=C(O)COc1ccc(C(=O)Cc2ccc3c(c2)OCCCO3)c(O)c1,/,2,-4,/,-4,-6,-1,2
Cc1scc(C(=O)NNC(=O)CCC(=O)O)c1C,/,/,/,3,1,-2,-1,5
CCc1ccccc1NC(=S)N(Cc1cccs1)C1CCCC1,2.9,0,-10,-5,/,/,/,/
Cc1ccc(C)c(NC(=O)CSc2nc3ccc(N4C(=O)c5ccccc5C4=O)cc3s2)c1,0.1,/,/,/,4,-4,3,4
O=C(NCC[C@@H]1CC[C@H](NS(=O)(=O)c2ccccc2)[C@H](CO)O1)c1ccccc1F,-0.3,6,-3,11,-4,/,55,0
CC(C)C#Cc1cnc2c(c1)C(=O)N([C@H](C)CO)C[C@@H](C)[C@@H](CN(C)Cc1cncnc1)O2,-0.1,8,15,12,-9,15[16.7 µM],5,4
O=S(=O)(Cc1ccc(Cl)cc1)Nc1ccc(Cl)cn1,/,-4,5,-37,-1,-4,-2,7
c1ccc(-c2csc(-c3cccnc3)n2)cc1,0.4,-1,-8,-7,/,/,/,/
CCN1[C@H](C(=O)NCc2ccccn2)[C@@H](CO)[C@@H]2Cn3c(ccc(C4=CCCCC4)c3=O)[C@@H]21,-0.3,-3,-24,/,-10,-5[16.7 µM],-11,-1
C[C@@H]1CN([C@@H](C)CO)C(=O)c2cc(NS(=O)(=O)c3ccc(Cl)cc3)ccc2O[C@@H]1CN(C)Cc1ccc(C(=O)Nc2ccccc2N)cc1,6.9,0,-2,11,-11,63[16.7 µM],-1,-1
CCOc1cc(N2CCOCC2)c(OCC)cc1NC(=O)CN1C(=O)NC(Cc2ccccc2)C1=O (configuration not stated),/,/,/,0,-7,-15,1,3
COc1cccc(NC(=O)N(C)C[C@@H]2Oc3cc(C#Cc4ccccc4)ccc3S(=O)(=O)N([C@@H](C)CO)C[C@@H]2C)c1,2.4,/,/,-22,1,-4[16.7 µM],0,1
COc1ccc(S(=O)(=O)N2CCCCN3[C@@H](CO)[C@H](c4ccc(C#CC5CC5)cc4)[C@@H]3C2)cc1,-0.7,0,-16,-14,7,-29[16.7 µM],-1,-4
CC(C)C1C(=O)CC(c2ccccc2)NC1c1ccccc1 (configuration not stated),/,0,-10,-8,-2,-4,-2,2
COc1ccc(-c2ccc3c(c2)O[C@@H](CN(C)C(C)=O)[C@H](C)CN([C@@H](C)CO)S3(=O)=O)cc1,-0.1,3,2,-6,-2,-1[16.7 µM],-1,-1
CCO[C@H]1OC(C(=O)N2CCN(C)CC2)=C[C@@H](c2ccc(C(F)(F)F)cc2)[C@@H]1CCCO,0.0,0&-1,1&-15,-1&2,-12&10,-2,-3&0,0&6
COc1cc(NS(=O)(=O)c2ccc(NC(=O)COc3ccc(C)cc3C)cc2)nc(OC)n1,/,/,/,16,-7,5,-1,-1
C[C@@H]1CN([C@@H](C)CO)C(=O)c2cc(NS(=O)(=O)c3ccc(F)cc3)ccc2O[C@H]1CN(C)Cc1ccc(Oc2ccccc2)cc1,0.3,2,-43,-10,-3,8[16.7 µM],-13,1
CCCc1nnc(SCC(=O)NC2CC2)n1C,-0.1,-6,-8,/,/,4,/,/
